# SENP8 inh = SENP8 (human) protease inhibition | Q96LD8 | 0.64% of 360,000 active | recombinant SENP8, Nedd8 substrate fluorescence | inhibition, % at 20 µM; in the data active = inhibition mostly above about 40%, no sharp cut-off; inactive = mostly below about 27%
# MPTP inh = permeability transition pore inhibition. AID 602449. isolated mouse mitochondria, Ca2+ swelling absorbance, 30 min. inhibition, % at 10 µM. 1.4% of 360,000 active;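 active = inhibition of 50% or more, scaled per plate between neutral and stimulator controls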;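 also: 0% = DMSO wells given calcium and 100% = 1 mM EGTA wells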
# ATG4B inhibitor = inhibitors of human ATG4B cysteine protease | Q9Y4P1 | ATG4B cleavage of LC3-PLA2, NBD-HPC fluorescence, 1 h | inhibition, % at 8.33 µM | 0.51% of 340,000 active | AID 504462; in the data active = inhibition above about 40%
# PfGluPho inh = PfG6PD (Plasmodium falciparum) enzyme inhibition. 0.78% of 350,000 active. inhibition, % at 20 µM. PfGluPho enzyme, NADPH resazurin-diaphorase fluorescence;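 active = inhibition reaching at least a set limit at 20 µM in the primary screen, cut at about 59% in these data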;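 also: 0% = DMSO wells with substrate and 100% = DMSO wells lacking glucose-6-phosphate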
# NR3A LBD binder = modulators (binders) of human NR3A ligand-binding domain; NR3A LBD differential scanning fluorimetry, Tm shift; 0% = protein alone, 100% = glycine-bound protein; Tm shift relative to glycine control, % at 25 µM; 2.5% of 340,000 active; AID 1259313;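 active = melting temperature shift of at least 10% of the positive control shift, at one fixed dose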
# hIAP activ = human IAP activation. P09923. purified human IAP, CDP-Star luminescence, 30 min; hits give high values; 1 = vehicle-only enzyme, 0 = enzyme-free background. activation factor at 10 µM. 0.16% of 330,000 active. AID 2524;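 active = activation factor of the enzyme at least 2-fold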; also: the source names both 10 and 20 µM as test concentration; values of inactives mirror those of a sister screen read the other way
# Target sequence (P09923 whole entry, looked up): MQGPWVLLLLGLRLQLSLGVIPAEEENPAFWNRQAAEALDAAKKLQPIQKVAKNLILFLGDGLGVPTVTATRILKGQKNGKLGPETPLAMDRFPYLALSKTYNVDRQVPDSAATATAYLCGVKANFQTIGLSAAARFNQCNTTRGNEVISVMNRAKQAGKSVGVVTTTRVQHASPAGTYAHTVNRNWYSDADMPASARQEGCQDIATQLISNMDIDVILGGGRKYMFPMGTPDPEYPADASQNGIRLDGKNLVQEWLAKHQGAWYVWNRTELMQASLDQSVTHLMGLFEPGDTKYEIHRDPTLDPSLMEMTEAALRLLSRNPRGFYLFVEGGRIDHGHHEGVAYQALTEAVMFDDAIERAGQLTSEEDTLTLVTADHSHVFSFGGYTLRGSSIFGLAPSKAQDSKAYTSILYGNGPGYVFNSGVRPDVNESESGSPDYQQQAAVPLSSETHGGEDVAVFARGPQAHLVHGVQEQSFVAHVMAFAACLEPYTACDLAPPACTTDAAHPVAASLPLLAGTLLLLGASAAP
# SENP1 inh = SENP1 (human) catalytic domain inhibition; Q9P0U3; recombinant SENP1 catalytic domain, CyPet-SUMO1-YPet FRET cleavage; inhibition, % at 10 µM; 0.21% of 360,000 active; AID 624204;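 active = inhibition at least 30% at 10 µM, raw YFP signal under a set limit, fluorescence ratio 0.5 to 1.5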;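 also: 0% = enzyme with DMSO and 100% = no enzyme wells; some results filed as inactive read as strong as hits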
#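 System: Recombinant human SENP1 catalytic domain, His6-tagged | Incubation: Enzyme reaction for 50 min at room temperature, dark | Medium: Tris pH 8 with BME, BSA, NP40 and catalase | Also added: 25 nM SUMO1 FRET substrate | Compound: 10 µM single point, 0.5% DMSO | Measured by: FRET fluorescence in CFP and YFP emission channels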
# SENP6 inh = blocks the human protease SENP6; Q9GZR1; Recombinant SENP6 catalytic domain, aminoluciferin luminescence; inhibition, % at 10 µM; 1.8% of 330,000 active; AID 2599;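 active = inhibition above about 50% at the single tested dose, limit read from the data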;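 also: plate controls were DMSO wells with enzyme for no effect and DMSO wells lacking enzyme for full effect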
# Target sequence (Q9GZR1 628-1112 limits assumed): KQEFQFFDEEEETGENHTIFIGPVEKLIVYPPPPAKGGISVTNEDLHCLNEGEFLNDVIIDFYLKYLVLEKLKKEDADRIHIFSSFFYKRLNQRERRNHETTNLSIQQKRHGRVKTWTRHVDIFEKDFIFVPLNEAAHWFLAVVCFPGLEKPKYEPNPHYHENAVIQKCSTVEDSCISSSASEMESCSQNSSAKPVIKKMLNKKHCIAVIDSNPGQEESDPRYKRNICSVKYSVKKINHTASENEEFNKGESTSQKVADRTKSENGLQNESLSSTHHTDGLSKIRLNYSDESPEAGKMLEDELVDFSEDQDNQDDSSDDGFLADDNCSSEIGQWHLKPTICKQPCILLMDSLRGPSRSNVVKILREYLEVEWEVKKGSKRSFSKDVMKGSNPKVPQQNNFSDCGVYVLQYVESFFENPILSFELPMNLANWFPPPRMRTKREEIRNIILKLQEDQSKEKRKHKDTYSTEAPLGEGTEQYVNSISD
# * hit, by the source's call; / = no result given.
SMILES,SENP8 inh,MPTP inh,ATG4B inhibitor,PfGluPho inh,NR3A LBD binder,hIAP activ,SENP1 inh,SENP6 inh
CCC(=O)c1c[nH]c(C(=O)NCc2cccc(C(F)(F)F)c2)c1,21,-2.5,9,-21,-4,0.96,-2,-3
CCn1c(SCC(=O)Nc2ccc(C)cc2)nc2nc3c(cc2c1=O)COC(C)(C)C3,13,-1.0,5,1,-3,0.96,4,12
COc1ccc(OCCN(C)Cc2c(O)ccc3ccccc23)cc1,-139,0.0,-8,26,-2,1.3,1,-2
Cc1ccc(NNC(=O)c2cc(C)on2)c(C)c1,-1,2.7,-5,-1,4,0.92,5,5
CCN(CC)c1ccc(NC(=O)COC(=O)c2ccc3ccccc3n2)cc1,26,0.0,-17,7,2,1,3,-5
COCCSc1ccccc1C(=O)Nc1nnc(COC)s1,25,-2.2,-6,33,0,1,0,-9
Cc1ccc(NC(=O)CN(C)C(=O)CN2C(=O)NC(C)(c3ccccc3)C2=O)cc1 (stereo not given),16,-2.2,7,-16,-2,0.88,-1,13
CCC(=O)n1nc(-c2cccnc2)nc1NCc1ccccc1,14,0.3,-10,3,-2,/,4,/
Cc1ccc(C)c(NC(=O)CN(C)C(=O)c2cccc(S(=O)(=O)N3CCCC3)c2)c1,8,-0.1,1,-5,-2,1.2,0,1
COc1ccc(/C=N/NS(=O)(=O)c2ccccc2)cc1OS(=O)(=O)c1ccc(C)cc1,18,0.9,1,-12,3,1.2,3,-17
COc1ccc(C(CNC(=O)C2CC(=O)N(Cc3ccccc3)C2)N2CCCC2)cc1 (stereo not given),-93,-2.6,-11,4,-3,1,-6,-10
CCn1nnc(NC(=O)c2ccccc2Br)n1,10,-2.0,-4,-7,-12,0.93,0,-16
CCN(CC)S(=O)(=O)c1ccc(N2CCN(CCOc3ccc(OC)cc3)CC2)nc1,-2,0.2,-13,28,0,0.96,-1,-11
CCCCN(CCCC)C(=O)c1ccccc1NC(=O)CN1C(=O)c2ccccc2C1=O,13,1.2,1,-26,-1,1.2,1,-12
O=C(Nc1ccc(CSc2ccccc2)cc1)c1ccccc1,5,-1.7,-8,2,-7,1,0,19
COc1ccc2nc(NC(=O)CSc3nc(C)cc(C)n3)sc2c1,12,9.4,-8,2,-3,0.82,0,2
COc1ccc(CCC(=O)Nc2ncc(C)s2)cc1OC,22,0.2,-5,2,2,1,0,3
CCOCc1nnc(NC(=O)CCS(=O)(=O)Cc2ccccc2)s1,1,0.0,-1,9,1,1.1,-2,-17
COc1cc(Cl)ccc1OCc1cc(C(=O)N2CCCCCCC2)no1,12,-1.3,5,-3,0,0.61,4,-2
COc1ccc(CN(C(C)=O)c2cccc(C)c2C)cc1,4,-0.3,-6,15,0,0.9,4,-19
CCOC(=O)c1ccc(OCC2NCCc3cc(OC)c(OC)cc32)cc1 (stereo not given),-140,4.7,-2,-3,1,1,-1,2
C=CCOc1ccccc1/C=N/NC(=O)Cc1ccccc1,8,0.2,-2,5,0,0.96,0,15
Cc1sc(NC(=O)c2cccnc2)nc1-c1ccccc1,-11,1.7,-2,-4,-2,1,-5,-1
O=C(CNC(=O)c1ccco1)Nc1ccc(N2CCCCCC2)cc1,10,-0.5,-64,6,-1,1.1,0,-1
c1c2c(cc3sc(N4CCOCC4)nc13)OCO2,-2,-1.4,-17,42,1,1.1,-57,60*
O=C(CSc1ncccn1)NCCC1=CCCCC1,6,-1.1,-3,7,-2,1.2,-1,1
CN1C2C=C3C(C#N)=C(N)C(C#N)(C#N)[C@@H](c4cccs4)C3C1CC2 (stereo not given in full),-298,-2.7,2,2,1,0.79,-29,1
O=C1C=C(N2CCOCC2)CO1,22,1.1,2,-21,1,0.97,0,4
COc1ccc(NC(=O)CC2SC(N3CCCC3)=NC2=O)cc1Cl (stereo not given),8,0.5,-15,3,2,0.92,-1,-4
O=Cc1ccc(Oc2ncccn2)cc1,3,-0.7,-7,2,-1,1.1,0,-7
O=C(c1cc2ccccc2oc1=O)N(Cc1ccc2c(c1)OCO2)Cc1ccco1,0,4.4,4,6,0,0.92,2,0
Cc1oc(-c2cccs2)nc1CS(=O)CC(=O)NCCc1ccccc1 (stereo not given),-12,-0.2,-7,1,-2,0.95,-5,-12
Cc1ccccc1C(=O)N1CCN(c2ccc(NC(=O)c3ccc4c(c3)OCO4)cc2)CC1,5,-1.9,-9,9,0,1.1,-2,-7
C=Cn1cc[n+](CC(=O)c2ccc(C)cc2)c1,9,-1.6,-6,-17,1,0.95,3,-37
CCCC(=O)Nc1ccc2oc(-c3ccncc3)nc2c1,22,0.4,-3,-3,-2,0.98,10,-15
Cn1c(SCC(=O)NNC(=O)Cc2ccccc2)nnc1-c1ccc(Cl)cc1,17,1.2,-6,-1,-1,2,3,-9
CCOC(=O)c1[nH]c2ccc(OCC)cc2c1CCCN1C(=O)c2ccccc2C1=O,-19,-0.1,13,2,-6,0.95,-1,2
O=C(NC1CCSC1=O)C1CC(=O)N(c2ccc(F)cc2)C1 (stereo not given),10,-2.6,2,-12,0,0.94,1,-14
Cc1ccc(S(=O)(=O)Nc2nc3ccccc3s2)cc1,18,2.5,-10,-12,-10,0.97,0,8
CC(=O)Nc1ccc(S(=O)(=O)NCCC(=O)OCC(=O)NNC(=O)c2ccccc2)cc1,-2,-0.9,-4,-1,0,1.1,0,-8
COc1cc(Nc2nc3ccccc3nc2NS(=O)(=O)c2ccc([N+](=O)[O-])cc2)cc(OC)c1OC,15,4.3,2,5,0,1.1,0,5
CC(=O)CCc1oc2c([N+](=O)[O-])cccc2c1-c1ccc(C)o1,27,-1.7,-7,6,-1,0.76,4,5
O=C1C=C(c2ccc3c(c2)OCO3)C[C@@H](c2ccc3c(c2)OCO3)C1,-131,1.8,2,9,1,0.99,0,-6
ON(CCc1ccccn1)CCc1ccccn1,-104,0.6,-6,7,0,/,-48,/
CCOc1ccc(C(=O)OCC(=O)NC2CCCCCCC2)cc1,4,0.5,6,-3,-3,1,-1,-2
O=c1cc(NCC2CCCO2)[nH]c(=O)n1-c1ccc(Cl)cc1 (stereo not given),10,-1.4,-3,-7,-4,1,-2,-34
Cc1ccc(OCC(=O)Nc2ccc3c(c2)nc(CCN2CCN(c4ccccn4)CC2)n3C)cc1,7,0.8,/,-7,/,/,1,/
Cc1cccc(C)c1OCC(=O)NC1CC1,2,-0.7,-3,8,-21,0.93,2,5

# Pulled by compound from the entries so far:
SMILES,SENP8 inh,MPTP inh,ATG4B inhibitor,PfGluPho inh,NR3A LBD binder,hIAP activ,SENP1 inh,SENP6 inh
C=CCOc1ccccc1/C=N/NC(=O)Cc1ccccc1,8,0.2,-2,5,0,0.96,0,15
CCN(CC)S(=O)(=O)c1ccc(N2CCN(CCOc3ccc(OC)cc3)CC2)nc1,-2,0.2,-13,28,0,0.96,-1,-11

# For convenience, part of the list above.
SMILES,SENP8 inh,MPTP inh,ATG4B inhibitor,PfGluPho inh,NR3A LBD binder,hIAP activ,SENP1 inh,SENP6 inh
CCOC(=O)c1[nH]c2ccc(OCC)cc2c1CCCN1C(=O)c2ccccc2C1=O,-19,-0.1,13,2,-6,0.95,-1,2
O=C(NC1CCSC1=O)C1CC(=O)N(c2ccc(F)cc2)C1 (stereo not given),10,-2.6,2,-12,0,0.94,1,-14

# The list continues:
SMILES,SENP8 inh,MPTP inh,ATG4B inhibitor,PfGluPho inh,NR3A LBD binder,hIAP activ,SENP1 inh,SENP6 inh
COc1cccc(C(=O)N2CCCc3ccccc32)c1,6,0.0,2,-5,0,1,-2,-5
Cc1ccc(Nc2c(-c3ccccn3)nc3ccc(C)cn23)cc1,-328,3.4,0,-1,-2,1,0,-10
CSc1nc(N)nc2c1ncn2CC(=O)N[C@H](C)c1cccc2ccccc12,-81,1.1,-11,-67,0,1,2,-7
S=C(NCCc1ccccc1)NC1CCCCCC1,17,0.4,7,-17,-10,1,2,10
CCOC(=O)CCn1cc(F)c(=O)n(Cc2ccccc2)c1=O,9,2.6,-1,-4,-1,1,2,-18
COc1ccc(NC(=O)c2ocnc2C)cc1OC,12,-1.0,1,5,0,1.2,2,-1
COc1ccc2oc(C(=O)c3ccccc3)c(NC(=O)CN3CCN(C)CC3)c2c1,10,-0.9,1,1,-3,/,1,/
Fc1ccccc1CNC(=S)NCc1ccc(Cl)cc1,2,35,28,11,-3,1.2,2,2
Cc1ccc(-n2c(SCC(=O)N/N=C/c3ccccc3C(=O)O)nnc2-c2ccc(Cl)cc2)cc1,8,5.4,1,-30,-2,1,1,-18
COc1ccc(/C=N/OCc2ccccc2C#N)c(OC)c1,3,0.6,0,-7,-3,1.1,0,-10
Cc1ccc(C(=O)NC(=S)Nc2ccc(N3CCN(C(=O)c4ccco4)CC3)cc2)cc1,15,1.4,-4,17,1,1,2,-26
Cc1cc(=O)[nH]c(N/N=C/c2cn(CCC#N)nc2-c2ccccc2)n1,-17,-1.7,1,0,4,1.1,3,1
O=C(NCCCNc1ccc([N+](=O)[O-])cc1)C(F)(F)F,11,3.4,0,4,0,0.91,-1,-14
Cc1cc(C(=O)CN2C(=O)c3ccccc3C2=O)c(C)n1Cc1cccs1,13,-1.6,23,10,-1,0.83,-2,-25
CC(CN1CCCCC1)OC(=O)/C=C/c1ccccc1 (stereo not given),12,0.3,-1,14,3,1.2,-2,2
O=C(Cn1cnc2c(cnn2-c2ccccc2)c1=O)N1CCN(c2ccc(F)cc2)CC1,2,-0.7,2,-7,0,0.86,2,-12
CS(=O)(=O)N1CCN(c2ccccc2NC(=O)C(c2ccccc2)c2ccccc2)CC1,23,-0.3,-10,0,2,0.85,1,1
O=C1C(CSCc2ccccc2)NC(=S)N1c1ccccc1 (stereo not given),16,5.1,-8,-11,0,0.96,1,-26
COc1ccccc1NC(=O)c1ccc(C(=O)c2ccccc2)o1,10,0.3,-33,-4,1,0.87,2,-9
COc1ccc(S(=O)(=O)N2CCCCC2)cc1NC(=O)COC(=O)c1ccco1,1,-1.1,-10,-3,4,1,2,-2
O=C(Nc1cccc(Cl)c1Cl)c1ccncc1,14,0.1,-4,-15,3,1.3,3,-20
O=C(O)CCN1C(=O)/C(=C/c2cn(-c3ccccc3)nc2-c2cccs2)SC1=S,18,0.1,18,-31,29*,0.66,20,6
COC(C[C@H]1O[C@H]1[C@@H](O)COCc1ccccc1)OC,24,1.1,1,-14,0,1.1,0,7
Cc1ccc(-c2cc(C(=O)NCc3cn(C)nc3C)c3cc(Br)ccc3n2)cc1,-18,1.7,4,3,3,/,1,/
O=C(NCCc1ccccc1F)C(=O)Nc1nccs1,-33,-4.4,-1,-8,1,0.87,1,0
COc1ccc(NS(=O)(=O)c2ccc3c(c2)NC(=O)CO3)c(OC)c1,10,-2.7,0,1,6,1.1,1,5
CCOC(=O)CSc1nc(C)nc2c1sc1nc(C)c(C(C)=O)c(-c3ccc(OC)cc3)c12,11,-1.9,-6,1,-3,0.91,-2,2
O=C(NC[C@@H]1CCCO1)c1cccc2c1C(=O)c1ccc(Cl)cc1S2(=O)=O,-4,0.0,-9,-4,1,0.99,5,-8
O=C(O)CN1C(=O)CNC1=O,6,1.3,-4,1,2,1.3,-1,-23
CC(C)C(NC(=O)OCc1ccccc1)C(=O)O (stereo not given),31,1.5,-1,-8,2,0.96,1,-16
O=C(Cc1cccs1)NCc1cccc(C(F)(F)F)c1,4,1.0,4,1,2,0.93,-1,3
CCN(C(=O)C(C)Sc1nnc(-c2ccncc2)n1C)C1CCCCC1 (stereo not given),7,-2.3,-11,-4,2,1.1,-1,2
CN(Cc1ccc2nonc2c1)Cc1nc(CC2CC2)no1,15,3.4,-6,3,1,1,1,10

# Full records as entered above. Screens in order: SENP8 inh, MPTP inh, ATG4B inhibitor, PfGluPho inh, NR3A LBD binder, hIAP activ, SENP1 inh, SENP6 inh
# CC(C)C(NC(=O)OCc1ccccc1)C(=O)O (stereo not given) across the screens: 31, 1.5, -1, -8, 2, 0.96, 1, -16
# O=C(NC[C@@H]1CCCO1)c1cccc2c1C(=O)c1ccc(Cl)cc1S2(=O)=O across the screens: -4, 0.0, -9, -4, 1, 0.99, 5, -8
# COc1ccc(NS(=O)(=O)c2ccc3c(c2)NC(=O)CO3)c(OC)c1 across the screens: 10, -2.7, 0, 1, 6, 1.1, 1, 5

# High-throughput results deposited in PubChem by Sanford-Burnham Center for Chemical Genomics.
